PRC2 inh – blocks human EZH2/PRC2 H3K27 methylation. Q15910. inhibition, % at 12.5 µM. DELFIA TRF, 1 h. hit rate 0.35% among 57,000;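 active = mean inhibition of replicates at least 50% and every single replicate also reaching 50%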;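 also: dimethyl H3K27 on biotinylated H3 21-44 peptide detected by antibody; plate controls were median neutral control wells for no effect and median positive control wells for full effect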
Target sequence (Q15910 whole entry, looked up): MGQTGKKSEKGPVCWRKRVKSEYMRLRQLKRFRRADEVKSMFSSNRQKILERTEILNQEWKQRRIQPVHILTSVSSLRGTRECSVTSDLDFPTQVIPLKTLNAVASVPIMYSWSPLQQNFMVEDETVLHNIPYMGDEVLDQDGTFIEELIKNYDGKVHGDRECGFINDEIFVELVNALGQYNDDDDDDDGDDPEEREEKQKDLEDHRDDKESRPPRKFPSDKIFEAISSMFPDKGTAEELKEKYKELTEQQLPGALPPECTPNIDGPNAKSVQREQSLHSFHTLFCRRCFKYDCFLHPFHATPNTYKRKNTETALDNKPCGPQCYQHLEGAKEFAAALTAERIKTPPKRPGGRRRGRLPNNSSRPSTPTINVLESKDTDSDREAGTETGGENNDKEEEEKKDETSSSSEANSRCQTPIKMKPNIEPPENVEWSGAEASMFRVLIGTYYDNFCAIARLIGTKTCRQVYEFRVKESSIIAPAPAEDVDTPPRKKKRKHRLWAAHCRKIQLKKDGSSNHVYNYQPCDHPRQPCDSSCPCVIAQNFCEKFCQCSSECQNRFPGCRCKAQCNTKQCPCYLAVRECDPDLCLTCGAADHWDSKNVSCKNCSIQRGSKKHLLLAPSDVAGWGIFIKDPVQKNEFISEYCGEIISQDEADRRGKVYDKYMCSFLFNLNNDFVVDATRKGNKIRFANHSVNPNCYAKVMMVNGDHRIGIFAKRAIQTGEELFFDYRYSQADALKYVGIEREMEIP
IDH1 R132H inh – blocks human IDH1 R132H reductase activity | hit rate 0.18% among 70,000 | inhibition, % at 10 µM | O75874 | AID 624101 | diaphorase/resazurin fluorescence, 60 min; in the data active = inhibition above about 34%;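 also: 0% = DMSO and 100% = no enzyme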
Starred values were filed as active, the others as inactive; . = no result given; & = joins results of further samples. This is a subset; count on the stated rates, not on these rows.

SMILES | PRC2 inh | IDH1 R132H inh
C[C@H](CO)N1C[C@H](C)[C@@H](CN(C)C(=O)Nc2ccc3c(c2)OCO3)OCCCC[C@H](C)Oc2ccc(NC(=O)c3ccccc3)cc2C1=O | . | -1.1
C[C@@H]1CN([C@@H](C)CO)C(=O)c2cc(-c3ccc(F)cc3)cnc2O[C@H]1CN(C)Cc1ccc(C(=O)O)cc1 | 0 | -1.1
Cc1noc(C)c1NC(=O)Nc1cccc2c1O[C@@H](CN(C)C)[C@@H](C)CN([C@H](C)CO)C2=O | . | 0.8
C[C@@H]1CN([C@@H](C)CO)C(=O)c2cc(NS(=O)(=O)c3ccccc3)ccc2O[C@@H]1CN(C)S(=O)(=O)c1cn(C)cn1 | . | 0.4
COc1cccc(S(=O)(=O)N(C)C[C@H]2Oc3cc(C4=CCCCC4)ccc3S(=O)(=O)N([C@H](C)CO)C[C@H]2C)c1 | 8 | 0.3
Cc1noc(C)c1S(=O)(=O)Nc1ccc2c(c1)C(=O)N([C@@H](C)CO)C[C@H](C)[C@H](CN(C)S(=O)(=O)c1ccccc1)O2 | . | 1.3
C[C@@H]1CN([C@H](C)CO)C(=O)c2cc(NC(=O)Cc3cn(C)c4ccccc34)ccc2O[C@H]1CN(C)Cc1ccccc1 | -13 | .
COc1ccc(CNC(=O)C[C@H]2CC[C@@H](NC(=O)CN(C)C)[C@H](CO)O2)cc1 | 4 | 0.2
O=C(NCC[C@@H]1CC[C@@H](NS(=O)(=O)c2ccc(F)cc2)[C@@H](CO)O1)Nc1ccc(Cl)cc1 | 2 | 0.1
COc1ccc(NC(=O)N(C)C[C@@H]2Oc3ccc(NC(=O)CCCN(C)C)cc3C(=O)N([C@H](C)CO)C[C@H]2C)cc1 | 0 | .
COc1ccccc1-c1cn(CC[C@H]2CC[C@H](NC(=O)C3CCC3)[C@H](CO)O2)nn1 | -1 | -0.2
O=C(C[C@H]1C[C@@H]2c3cc(NC(=O)c4ccc5c(c4)OCO5)ccc3O[C@@H]2[C@H](CO)O1)NCC(F)(F)F | 2 | -0.1
CC1=C(C(=O)Nc2ccccc2C)C(c2cccc([N+](=O)[O-])c2)n2ncnc2N1 (centres undefined) | 3 | 0.1
CO[C@H]1CN(C)C(=O)c2cc(NC(=O)Cc3ccccc3)ccc2OC[C@@H](C)N(C(=O)c2ccccc2F)C[C@@H]1C | -1 | 0.2
CNC[C@@H]1Oc2c(NC(=O)Nc3c(C)noc3C)cccc2C(=O)N([C@@H](C)CO)C[C@H]1C | -7 | 2.1
C[C@@H]1CN([C@@H](C)CO)S(=O)(=O)c2ccc(-c3cccc(F)c3)cc2O[C@@H]1CN(C)CC1CC1 | -19 | -0.8
COC(=O)c1cc(C)cc(=O)o1 | 2 | 0.3
C[C@@H]1CN([C@@H](C)CO)C(=O)Cc2cc(N(C)C)ccc2O[C@H]1CN(C)S(=O)(=O)c1cn(C)cn1 | 4 | -2.7
O=C(C[C@H]1CC[C@@H](NS(=O)(=O)c2ccccc2)[C@H](CO)O1)NCc1ccccc1F | 15 | 0.4
Cc1noc(C)c1S(=O)(=O)N(C)C[C@@H]1Oc2ccc(NC(=O)NC3CCCCC3)cc2CC(=O)N([C@@H](C)CO)C[C@H]1C | . | -2.5

Next part, overlapping the part above by six compounds.
SMILES | PRC2 inh | IDH1 R132H inh
CNC[C@@H]1Oc2c(NC(=O)Nc3c(C)noc3C)cccc2C(=O)N([C@@H](C)CO)C[C@H]1C | -7 | 2.1
C[C@@H]1CN([C@@H](C)CO)S(=O)(=O)c2ccc(-c3cccc(F)c3)cc2O[C@@H]1CN(C)CC1CC1 | -19 | -0.8
COC(=O)c1cc(C)cc(=O)o1 | 2 | 0.3
C[C@@H]1CN([C@@H](C)CO)C(=O)Cc2cc(N(C)C)ccc2O[C@H]1CN(C)S(=O)(=O)c1cn(C)cn1 | 4 | -2.7
O=C(C[C@H]1CC[C@@H](NS(=O)(=O)c2ccccc2)[C@H](CO)O1)NCc1ccccc1F | 15 | 0.4
Cc1noc(C)c1S(=O)(=O)N(C)C[C@@H]1Oc2ccc(NC(=O)NC3CCCCC3)cc2CC(=O)N([C@@H](C)CO)C[C@H]1C | . | -2.5
O=C(NCC[C@H]1CC[C@@H](NS(=O)(=O)c2ccccc2)[C@@H](CO)O1)c1cc(Cl)cc(Cl)c1 | 4 | -0.3
COc1ccc(S(=O)(=O)Nc2cccc3c2O[C@H](CN(C)Cc2ccc4c(c2)OCO4)[C@H](C)CN([C@H](C)CO)C3=O)cc1 | -3 | -0.5
Cc1noc(C)c1NC(=O)N(C)C[C@H]1Oc2ccc(NS(=O)(=O)c3ccccc3)cc2CC(=O)N([C@H](C)CO)C[C@@H]1C | . | -0.3
CO[C@@H]1CN(C)C(=O)c2cc(NC(=O)C3CCCCC3)ccc2OC[C@@H](C)N(Cc2cccnc2)C[C@H]1C | -4 | 0.3
C[C@H](CO)N1C[C@H](C)[C@@H](CN(C)Cc2ccccc2)Oc2cc(Br)ccc2S1(=O)=O | . | -0.4
COc1cc([N+](=O)[O-])ccc1NC(=S)NCCn1cc(Br)cn1 | -12 | -0.6
C[C@H](CO)N1C[C@H](C)[C@H](CN(C)C(=O)CC2CC2)Oc2cc(Br)ccc2S1(=O)=O | 24&10 | -2.0
C[C@H](CO)N1C[C@H](C)[C@@H](CN(C)Cc2cccnc2)Oc2cc(-c3ccccc3F)ccc2S1(=O)=O | 1 | -0.3
CS(=O)(=O)N(CC(=O)Nc1ccccc1C(=O)N1CCOCC1)c1cccc(F)c1 | -3 | 0.0
Cc1cccc(OCCCC(=O)Nc2ccc3c(c2)OCCO3)c1C | 26 | 0.4
CO[C@@H]1CN(C)C(=O)c2cc(NC(=O)C3CCCCC3)ccc2OC[C@@H](C)N(Cc2nccs2)C[C@H]1C | 2 | 0.2
C[C@@H]1CN([C@H](C)CO)C(=O)c2cc(-c3cccnc3)cnc2O[C@H]1CN(C)C(=O)Nc1ccccc1 | 0 | -6.8
C[C@@H]1CN([C@H](C)CO)C(=O)c2cc(-c3cccc(C#N)c3)cnc2O[C@@H]1CN(C)C | 0 | -0.2
C[C@H](CO)N1C[C@H](C)[C@H](CN(C)CC2CC2)Oc2c(NC(=O)CCCCCC(=O)Nc3ccccc3N)cccc2C1=O | 7 | -0.4
COc1ccc(Cl)cc1N1CCN(CCCNC(=S)Nc2ccc(Cl)cc2C)CC1 | 2 | -0.4
C[C@@H]1CN([C@@H](C)CO)C(=O)c2cccc(NC(=O)CCCCCC(=O)Nc3ccccc3N)c2O[C@@H]1CN(C)S(=O)(=O)c1ccc(Cl)cc1 | -13 | 0.4
CCCN1C[C@@H](C)[C@H](OC)CN(C)C(=O)c2cc(NC(=O)c3ccccc3F)ccc2OC[C@H]1C | -9 | -0.6
COCC#Cc1ccc2c(c1)O[C@H](CN(C)S(C)(=O)=O)[C@H](C)CN([C@H](C)CO)S2(=O)=O | -6 | -1.5
C[C@@H]1CN([C@H](C)CO)C(=O)c2cc(NC(=O)C3CCCCC3)ccc2O[C@@H](C)CCCCO[C@H]1CN(C)S(=O)(=O)c1ccc(F)cc1 | . | 1.8
COc1ccc(-c2ccc(N)[n+](CCCC(=O)O)n2)cc1 | 5 | -1.0
CCn1c(SCC(=O)Nc2cc(C(F)(F)F)ccc2Cl)nnc1-c1ccccc1F | 0 | 0.1
COc1ccc(S(=O)(=O)N[C@@H]2CC[C@@H](CCn3cc(-c4cccc(F)c4)nn3)O[C@@H]2CO)cc1 | -2 | -0.4
C[C@@H]1CN([C@@H](C)CO)C(=O)CCCn2cc(nn2)CO[C@H]1CN(C)C(=O)Nc1ccc(F)cc1 | 1 | .
C[C@@H]1CN([C@H](C)CO)C(=O)c2cccc(NC(=O)C3CCOCC3)c2O[C@H]1CN(C)C(=O)Nc1ccc2c(c1)OCO2 | -1 | 0.5
Cc1cccc(NC(=O)CSc2nnc(-c3cccs3)n2-c2ccccc2)c1C | 4 | 0.0
CO[C@H]1CN(C)C(=O)c2ccc(NC(=O)NC(C)C)cc2OC[C@@H](C)N(C)C[C@H]1C | 12 | 0.2
C[C@@H]1CN([C@@H](C)CO)C(=O)c2cc(NS(=O)(=O)c3cn(C)cn3)ccc2O[C@@H]1CN(C)C | 1 | -0.1
O=C(CSc1nnc(-c2cnccn2)n1-c1ccccc1)Nc1cc(C(F)(F)F)ccc1Cl | 13 | -0.2
CO[C@H]1CN(C)C(=O)c2ccc(NC(=O)c3ccc(F)cc3)cc2OC[C@@H](C)N(C(C)=O)C[C@@H]1C | 8 | 0.0
O=C(/C=C/c1ccccc1)O[C@@H]1C[C@@](O)(C(=O)O)C[C@@H](O)[C@@H]1O | . | -0.3
C[C@H]1CN([C@@H](C)CO)C(=O)c2cc(C#Cc3ccccn3)cnc2O[C@@H]1CN(C)Cc1cncnc1 | . | 0.1
O=C(CSc1nnc(-c2cccs2)n1-c1ccc(F)cc1)Nc1ccc(Cl)c(Cl)c1 | -6 | -0.3
Cc1noc(C)c1NC(=O)N(C)C[C@@H]1Oc2ccc(NC(=O)Cc3cn(C)c4ccccc34)cc2CC(=O)N([C@H](C)CO)C[C@@H]1C | . | -27
O=C(Nc1cccnc1)C1CC(c2ccc(Cl)c(Cl)c2)=NO1 (centres undefined) | 15 | -0.4
COCCNC(=O)C[C@H]1C[C@@H]2c3cc(NC(=O)CC4CC4)ccc3O[C@@H]2[C@@H](CO)O1 | 16 | 0.3
C[C@@H]1CCCCO[C@H](CN(C)C(=O)CCCN(C)C)[C@H](C)CN([C@@H](C)CO)C(=O)c2cc(NC(=O)c3ccccc3)ccc2O1 | 5 | .
Cc1ccc(S(=O)(=O)Nc2ccc3c(c2)C(=O)N([C@@H](C)CO)C[C@H](C)[C@@H](CN(C)S(=O)(=O)c2ccc(C)cc2)OCCCC[C@@H](C)O3)cc1 | . | -5.0
CC(C)NC(=O)NCC[C@@H]1CC[C@@H](NC(=O)Nc2ccccc2)[C@H](CO)O1 | 2 | 1.3
C[C@H]1CN([C@@H](C)CO)C(=O)c2cccc(NC(=O)c3ccc(-c4nccs4)cc3)c2O[C@H]1CN(C)S(=O)(=O)c1ccc(F)cc1 | . | -1.1
C[C@@H]1CCCCO[C@@H](CN(C)C(=O)C2CCCCC2)[C@@H](C)CN([C@@H](C)CO)C(=O)c2cc(NS(=O)(=O)c3cn(C)cn3)ccc2O1 | . | 2.7

The list goes on, overlapping the part above by 3 compounds.
SMILES | PRC2 inh | IDH1 R132H inh
CC(C)NC(=O)NCC[C@@H]1CC[C@@H](NC(=O)Nc2ccccc2)[C@H](CO)O1 | 2 | 1.3
C[C@H]1CN([C@@H](C)CO)C(=O)c2cccc(NC(=O)c3ccc(-c4nccs4)cc3)c2O[C@H]1CN(C)S(=O)(=O)c1ccc(F)cc1 | . | -1.1
C[C@@H]1CCCCO[C@@H](CN(C)C(=O)C2CCCCC2)[C@@H](C)CN([C@@H](C)CO)C(=O)c2cc(NS(=O)(=O)c3cn(C)cn3)ccc2O1 | . | 2.7
C[C@H]1CN([C@@H](C)CO)C(=O)c2cc(C#CC3CC3)cnc2O[C@@H]1CN(C)S(=O)(=O)c1cccc(F)c1 | -1 | 0.7
O=C(C[C@H]1C=C[C@H](NC(=O)NC2CCCCC2)[C@@H](CO)O1)NCc1ccc(Cl)cc1 | -17 | 0.2
COc1ccc(NC(=O)Nc2ccc3c(c2)CC(=O)N([C@@H](C)CO)C[C@H](C)[C@@H](CN(C)S(=O)(=O)c2ccccc2)O3)cc1 | . | -0.1
Cn1c(SCC(=O)Nc2ccc3c(c2)oc2ccccc23)nnc1-c1ccccc1 | -1 | 0.0
O=C(Nc1cc(F)ccc1F)N[C@@H]1CC[C@H](CCNC(=O)c2cnccn2)O[C@@H]1CO | 8 | 0.2
Cc1ccc(NC(=O)Cn2cncc2-c2ccc([N+](=O)[O-])cc2)cc1C | -1 | 0.2
CN(C)C(=O)C[C@@H]1C[C@@H]2c3cc(NS(=O)(=O)c4ccc(F)cc4)ccc3O[C@@H]2[C@@H](CO)O1 | 2 | 0.7
C[C@@H]1CCCCO[C@H](CN(C)S(=O)(=O)c2cccs2)[C@@H](C)CN([C@@H](C)CO)C(=O)c2cc(NC(=O)Nc3ccccc3)ccc2O1 | . | 0.9
O=C(NCc1ccco1)C1CCCN(S(=O)(=O)c2ccc(Cl)cc2)C1 (centres undefined) | 4 | 0.1
Cc1sc(NC(=O)COc2ccc(-c3ccccc3)cc2)c(C(N)=O)c1C | 4 | 0.0
O=C(C[C@@H]1CC[C@@H](NC(=O)Nc2ccc3c(c2)OCO3)[C@H](CO)O1)NCc1ccc(F)cc1 | 6 | 0.0
Cc1noc(C)c1NC(=O)Nc1ccc2c(c1)C(=O)N([C@@H](C)CO)C[C@@H](C)[C@H](CN(C)C)O2 | . | 0.4
COc1cc(C)c(Br)cc1S(=O)(=O)NCCCN1CCOCC1 | -1 | 0.5
COc1ccc(S(=O)(=O)N(C)C[C@@H]2Oc3ncc(-c4ccncc4)cc3C(=O)N([C@@H](C)CO)C[C@@H]2C)cc1 | -2 | .
C[C@H](CO)N1C[C@H](C)[C@@H](CN(C)C(=O)Nc2cccc3ccccc23)Oc2ccc(NC(=O)Cc3ccccc3)cc2CC1=O | 4 | -0.6
COc1ccc(-c2cc(C)nc(SCc3cccc(C(=O)O)c3)n2)cc1 | 10 | -0.2
CO[C@@H]1CN(C)C(=O)c2ccc(NC(=O)c3ccccc3)cc2OC[C@H](C)NC[C@@H]1C | -12 | 0.0
CCC(=O)N1C[C@@H](C)[C@H](OC)CN(C)C(=O)c2ccc(NC(=O)NC(C)C)cc2OC[C@@H]1C | -3 | 0.0
Cc1cc(C(=O)Nc2cccc3c2O[C@H](CN(C)S(=O)(=O)c2cccs2)[C@@H](C)CN([C@H](C)CO)C3=O)n(C)n1 | . | -4.4
Cn1cnc2c(NCc3ccccc3)nc(NCCO)nc21 | 3 | 0.4&-2.5
OC(Cn1nnc2ccccc21)Cn1c2ccc(Cl)cc2c2cc(Cl)ccc21 (centres undefined) | -5 | 0.2
CO[C@H]1CN(C)C(=O)c2ccc(NS(C)(=O)=O)cc2OC[C@H](C)N(CC2CCCCC2)C[C@H]1C | 1 | -0.3

Assay outcomes from PubChem BioAssay.
